HTRA1 inh: HTRA1 serine protease inhibitors, primary screen, biochemical, fluorescence polarization, HTS. Q92743. recombinant HTRA1, FP-rhodamine activity-based probe. inhibition, % at 5.96 µM. 0.5% of 340,000 active. AID 504803, 2011; in the data active = inhibition above about 36%;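 note: 0% = enzyme with DMSO and 100% = wells lacking enzyme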
PG9 binder: binders of HIV-1 gp120 antibody PG9, primary screen, biochemical, TR-FRET. AID 624416, 2012. inhibition, % at 6.7 µM. HIV-1 gp120 / PG9 antibody interaction. 0.43% of 360,000 active. TR-FRET gp120-PG9 antibody binding; in the data active = inhibition above about 8.5%
SIAE primary: human SIAE inhibitors, primary screen, biochemical, fluorescence polarization, FP-Rh probe, 1536-well HTS; inhibition, % at 9.66 µM; 0.69% of 370,000 active; SIAE FP-Rh probe binding; AID 1053197, 2014;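 active = inhibition above a cutoff: mean of compounds within the control limits plus 3 SD of those, cut at about 17% in these data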;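 note: 0% = plate median of compound wells and 100% = probe without SIAE protein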
TDP2 absorb: human TDP2 enzyme inhibitors, primary screen, biochemical, epi absorbance, recombinant enzyme. inhibition, % at 12.8 µM. T5PNP hydrolysis, p-nitrophenol absorbance 415 nm. AID 720702, 2013. 0.34% of 370,000 active;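 active = inhibition above the mean of all tested compounds plus 3 SD, set per campaign, cut at about 25% in these data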;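 note: 0% = DMSO with enzyme and 100% = buffer with substrate but no TDP2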
Target sequence (O95551 whole entry, looked up): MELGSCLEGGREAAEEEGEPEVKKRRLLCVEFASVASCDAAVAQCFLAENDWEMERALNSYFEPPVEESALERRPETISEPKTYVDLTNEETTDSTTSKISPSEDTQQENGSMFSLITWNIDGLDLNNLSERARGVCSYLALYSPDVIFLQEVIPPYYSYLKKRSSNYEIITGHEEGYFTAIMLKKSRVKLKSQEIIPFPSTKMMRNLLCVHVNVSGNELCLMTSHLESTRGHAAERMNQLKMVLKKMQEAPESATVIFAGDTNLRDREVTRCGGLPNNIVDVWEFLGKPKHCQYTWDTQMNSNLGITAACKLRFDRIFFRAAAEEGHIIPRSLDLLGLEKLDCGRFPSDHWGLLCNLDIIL
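Evaluation: % inhibition relative to enzyme-containing and enzyme-free wells. Material: recombinant human TDP2. Benchmarks: enzyme-free and DMSO wells. Timing: enzyme reaction with compound for 2 h at 37 °C. Compound dosing: 12.8 µM only. Measured by: p-Nitrophenol epi absorbance. Reagent: T5PNP substrate at 5 mM, a TopII-DNA adduct mimic. Replication: single well per compound.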
UHRF1 binding: UHRF1 methylated DNA binding inhibitors, primary screen, counter-screen for MBD2 inhibitor project, biochemical, TR-FRET, human UHRF1, single concentration; inhibition, % at 4.4 µM; AID 687016, 2013; 0.75% of 370,000 active; E3 ubiquitin-protein ligase UHRF1 (Homo sapiens), Q96T88; UHRF1 binding to methylated oligo; in the data active = inhibition above about 21%;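 note: UHRF1 SRA domain binding a hemimethylated CpG hairpin DNA probe; 0% = median of test compound wells and 100% = reference inhibitor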
ABHD4 inh: ABHD4 inhibitors, primary screen, biochemical, fluorescence polarization, mouse; purified mABHD4, FP-Rh probe fluorescence polarization; inhibition, % at 8.92 µM; 0.54% of 370,000 active;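 active = inhibition exceeding the mean over every tested compound plus 3 SD, cut at about 30% in these data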;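 note: 0% = plate median of compound wells and 100% = S159A mutant with DMSO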
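Material: mouse ABHD4 enzyme, wild type; Benchmarks: S159A mutant high control, sample median low control; Buffer or medium: HEPES pH 7.0, NaCl, Pluronic buffer; Signal: fluorescence polarization; Read-out: percent inhibition of probe binding, normalized to plate controls; Timing: pre-incubation 45 min, probe exposure 60 min, at 25 °C; Dosing: 8.92 µM, single dose.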
LEDGF integ inh: blockers of LEDGF/p75-dependent integrase strand transfer – biochemical, TR-FRET, high throughput, primary screen; HIV-1 integrase (with human LEDGF/p75); TR-FRET IN-LEDGF/p75 DNA integration, Eu/Cy5; inhibition, % at 3.7 µM; 0.64% of 370,000 active;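 active = inhibition above the screen-wide mean plus 3 SD, cut at about 13% in these data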;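 note: signal is the Cy5 over europium emission ratio at 671 and 618 nm; 0% = plate median of compound wells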
PRMT1 inh: PRMT1 methyltransferase inhibitors, primary screen, biochemical, fluorescence polarization. Protein arginine N-methyltransferase 1 (Homo sapiens), Q99873. recombinant PRMT1, activity-based probe fluorescence polarization. inhibition, % at 2.79 µM. 1.3% of 370,000 active;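 active = inhibition above about 21% made by adding two undisclosed values, limit read from the data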
Target sequence (Q99873 whole entry, looked up): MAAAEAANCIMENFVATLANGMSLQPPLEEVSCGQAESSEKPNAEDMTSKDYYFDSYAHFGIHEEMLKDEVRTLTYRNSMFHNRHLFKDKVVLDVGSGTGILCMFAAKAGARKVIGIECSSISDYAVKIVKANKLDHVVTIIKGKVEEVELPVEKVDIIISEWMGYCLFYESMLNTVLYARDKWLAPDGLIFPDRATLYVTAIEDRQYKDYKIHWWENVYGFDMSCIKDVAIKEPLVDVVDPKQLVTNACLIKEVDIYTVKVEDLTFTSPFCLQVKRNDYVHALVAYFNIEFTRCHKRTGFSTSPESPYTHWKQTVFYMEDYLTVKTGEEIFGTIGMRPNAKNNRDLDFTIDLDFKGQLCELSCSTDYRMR
TCR-CD3 inh: inhibitors of human TCR-CD3 interaction, primary screen, biochemical, fluorescence, TAMRA-labeled TCR probe; T-cell receptor (TCR); inhibition, % at 9.4 µM; 0.37% of 360,000 active; in the data active = inhibition above about 19%;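 note: recombinant mutant TCR 2C K166C tagged with TAMRA read by polarization; 0% = receptor in buffer alone and 100% = receptor with positive control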
Tn7 DDE FP: inhibitors of Tn7 peptide binding to fibrin DD(E), primary screen, biochemical, fluorescence polarization, human fibrin, Tn7 probe; Fibrinogen beta chain (Homo sapiens), P02675; FP displacement of FITC-Tn7 peptide from fibrin DD(E); 0% = median of compound wells per plate; inhibition, % at 8.3 µM; 0.13% of 370,000 active; AID 720508, 2013;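 active = inhibition above the mean of compounds falling within the control limits plus 3 SD of them, cut at about 14% in these data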;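 note: 0% = plate median of compound wells and 100% = 10 µM Aha-Tn7 peptide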
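System: human fibrin DD(E); quantity: Fibrin-DD(E) at 2 µM final; also added: fluorescent Tn7 probe at 0.1 µM; compound dosing: single nominal test concentration of 8.3 µM per compound; schedule: 10 min preincubation, 3 h with tracer, room temperature; detection: fluorescence polarization of the labelled Tn7 tracer; repeats: one replicate per compound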
* = called active by the depositor; . = no result given.

Results follow in this order: LEDGF integ inh	HTRA1 inh	UHRF1 binding	PG9 binder	TDP2 absorb	Tn7 DDE FP	PRMT1 inh	ABHD4 inh	TCR-CD3 inh	SIAE primary
CS(=O)(=O)N1CCN(C2Cc3ccccc3C2)CC1
    1	9	-3	-0.1	13	9	-2	-1	5	1
Cc1cnc(CN(C)C(=O)c2ccc3oc(Cc4ccc(Cl)cc4)nc3c2)[nH]1
    5	1	2	0.7	-15	-11	-3	3	1	18*
CC1CC(C)CN(c2nc3c(c(=O)n(C)c(=O)n3C)n2CCSc2ncccn2)C1 (stereo not given)
    -2	3	-1	-0.1	3	-1	-1	-8	4	-2
C=CCNC(=O)/C(=C\C=C\c1ccccc1)NC(=O)c1ccc(OCCCC)cc1
    1	-38	1	-2.1	0	-2	3	-19	9	-10
Cc1cc(C)cc(NC(=O)Nc2ccc3c(c2)CCC3)c1
    -1	0	3	-1.5	10	-7	6	10	-2	-5
N#Cc1c(N)n(CCOC(=O)c2cccc([N+](=O)[O-])c2)c2nc3ccccc3nc12
    3	-19	-6	-0.9	-18	-7	0	0	0	-3
CCC(=O)N1Cc2cc(C(=O)NCC(F)(F)F)nc(-c3cccc(-c4cncnc4)c3)c2[C@H]1CCO
    8	.	26*	-0.5	-2	3	-5	9	0	0
O=C(OCC#CCSc1nnc(-c2cccc3ccccc23)o1)c1ccncc1
    3	.	-5	.	-2	5	2	0	.	-5
CS(=O)(=O)c1ccc(C(=O)NC2CCCCC2)cc1
    -4	-5	2	0.6	-7	-3	1	4	-3	-1
COc1ccccc1CNC(=O)c1cccc(S(=O)(=O)N(C)c2ccccc2)c1
    1	-11	-1	0.5	0	1	-4	-6	8	-2
CCS(=O)(=O)c1ccc2c(c1)NC(=O)C(CCO)O2 (stereo not given)
    4	4	-1	-0.4	10	1	-4	-2	8	-2
COC(=O)c1ccc(-c2ccc(OC)c([C@H]3[C@H]4C=CC[C@@H](C)[C@@H]4C(=O)N3Cc3ccccc3)c2)cc1
    -1	-4	6	-0.1	-8	-6	0	-4	3	-1
Cn1c(/C=C/c2ccc(Br)cc2)nc2ccccc2c1=O
    -1	-3	0	46*	9	-7	-2	-1	5	-1
CCOCCn1c(COc2ccc(C)cc2)nc2ccccc21
    0	-15	-2	-0.6	-2	-13	-1	-4	-5	0
CCCC1CCC2(CCCN2CCOC(=S)Nc2ccccc2Cl)CC1 (stereo not given)
    1	.	1	.	-5	-5	3	3	.	-6
COc1ccc(NCc2nnc(SCC(=O)Nc3ccccc3OC)o2)cc1
    1	1	-6	0.6	9	-2	22*	-3	-1	-17
NC(=O)C1CCN(CC(=O)Nc2ccccc2N2CCOCC2)CC1
    -1	6	-1	0.2	4	-1	-1	-2	0	-3
COc1ccc(-n2c(Cc3cccn3C)nnc2SCC(=O)Nc2ccc3c(c2)OCCO3)cc1
    -5	-2	1	-2.8	4	-3	2	0	-8	-5
CC(C)(C)S(=O)N1Cc2cc(CO)cc(CCO)c2[C@H]1CCO (stereo not given in full)
    3	-4	-2	-2.1	-1	3	3	4	3	-1
CC(=O)Nc1cc(C)c2nc(NC(C)=O)sc2c1
    1	0	-2	-0.3	11	3	-1	0	5	4

(further entries)
Results follow in this order: LEDGF integ inh	HTRA1 inh	UHRF1 binding	PG9 binder	TDP2 absorb	Tn7 DDE FP	PRMT1 inh	ABHD4 inh	TCR-CD3 inh	SIAE primary
O=C(NCCc1ccccc1)c1ccc(S(=O)(=O)N2CCCCC2)cc1
    0	5	0	0.8	-2	-2	1	5	6	2
Nc1ccc(-n2ccnc2)cc1
    -4	3	5	0.3	-4	4	1	9	3	-3
O=C(Oc1ccc(/C=N/Nc2ccccc2)cc1)c1ccccc1
    0	21	-1	-0.5	-6	-5	3	-4	13	2
CCCn1c(CN(C)Cc2ccccc2)nc2c1c(=O)n(C)c(=O)n2C
    2	4	-1	1.4	7	-1	-1	10	0	6
CCN(CC(=O)NC(=O)NCc1ccco1)Cc1ccccc1
    0	-3	2	-0.9	-1	-6	8	4	3	9
COC(=O)[C@]12CCCCC=C1N(CCC1=CCCCC1)C(=O)[C@H](CC(=O)N1CCC(c3ccccc3)CC1)C2
    0	.	-2	-1.2	5	-4	-1	0	6	-3
C[C@@H]1CN([C@@H](C)CO)C(=O)c2c(c3ccccc3n2C)-c2ccccc2CO[C@H]1CN(C)C(=O)[C@H](C)c1ccccc1
    3	-17	3	-0.3	-7	-7	-1	5	-1	-4
N#CCCN(Cc1ccccc1)C(=S)Nc1ccc(F)cc1
    2	.	0	6.5	-2	-6	-4	5	3	-8
CN1CCN(c2ccc([N+](=O)[O-])cc2/C=N/NC(=O)c2cccc([N+](=O)[O-])c2)CC1
    0	.	-1	-1.3	-11	-4	-3	7	1	8
Nc1cc(=O)[nH]c(SCCSc2ccccc2F)n1
    4	-5	0	-0.4	1	3	-3	3	7	-4
Cc1ccc(S(=O)(=O)N2CCOCC2)cc1NC(=O)Nc1ccc([N+](=O)[O-])cc1
    -3	4	1	1.9	-1	3	4	4	-5	-7
Cc1ccc(S(=O)(=O)N2CCCCCC2)cc1C(=O)Nc1cccnc1
    6	-1	0	-1.8	-11	1	-1	2	2	-12
Cc1ccc(S(=O)(=O)NNc2nc3ccccc3nc2C(F)(F)F)cc1
    3	1	-5	-1.8	6	1	81*	5	0	0
Cc1ccc(-c2nnn(CC(=O)N(Cc3ccco3)C(C(=O)NC(C)(C)C)c3cccs3)n2)o1 (stereo not given)
    1	-10	-3	-0.1	-11	1	-2	-6	8	-5
CC1CCCCC1NC(=O)COC(=O)c1ccc(S(=O)(=O)NCc2ccco2)cc1 (stereo not given)
    1	2	2	-0.1	6	-6	0	1	6	2
O=C(COC(=O)CCC1CCCC1)Nc1cccc(S(=O)(=O)N2CCOCC2)c1
    3	-18	0	-1.4	10	-5	2	-2	-2	-6
COc1ccc(C2CC(=O)Nc3cc(OC)c(OC)cc32)cc1Br (stereo not given)
    -1	-2	-1	-0.5	5	3	-3	2	-1	-4
COc1cccc2cc(C(=O)OCC(=O)NC3CCCC(C)C3C)c(=O)oc12 (stereo not given)
    3	-2	1	0.8	2	8	4	4	-2	-6
O=C(NC1CCCCC1)c1ccc2c(=O)n(CC3CCCO3)c(=O)[nH]c2c1 (stereo not given)
    1	-3	2	-0.5	4	3	2	-2	-5	6
COc1cc(C(=O)N2CCc3ccccc32)c([N+](=O)[O-])cc1OC
    2	3	-2	0.8	15	0	-2	-2	-7	8

A stretch from further up, as a working copy:
Results follow in this order: LEDGF integ inh	HTRA1 inh	UHRF1 binding	PG9 binder	TDP2 absorb	Tn7 DDE FP	PRMT1 inh	ABHD4 inh	TCR-CD3 inh	SIAE primary
CN1CCN(c2ccc([N+](=O)[O-])cc2/C=N/NC(=O)c2cccc([N+](=O)[O-])c2)CC1
    0	.	-1	-1.3	-11	-4	-3	7	1	8
Nc1cc(=O)[nH]c(SCCSc2ccccc2F)n1
    4	-5	0	-0.4	1	3	-3	3	7	-4
Cc1ccc(S(=O)(=O)N2CCOCC2)cc1NC(=O)Nc1ccc([N+](=O)[O-])cc1
    -3	4	1	1.9	-1	3	4	4	-5	-7
Cc1ccc(S(=O)(=O)N2CCCCCC2)cc1C(=O)Nc1cccnc1
    6	-1	0	-1.8	-11	1	-1	2	2	-12

Carrying on:
Results follow in this order: LEDGF integ inh	HTRA1 inh	UHRF1 binding	PG9 binder	TDP2 absorb	Tn7 DDE FP	PRMT1 inh	ABHD4 inh	TCR-CD3 inh	SIAE primary
Nc1ccc(C(=O)c2cccs2)cc1[N+](=O)[O-]
    -3	4	-1	0.6	-6	-7	8	-3	4	5
CCCOc1ccc(C(=O)CCC(=O)OCC(=O)N2CCN(S(=O)(=O)c3ccc(C)cc3C)CC2)cc1
    4	-15	0	0.7	-2	-6	-3	1	-3	-5
CC(C)C(=O)Nc1sc2c(c1C#N)CCCCC2
    1	-2	0	0.2	-5	1	5	-2	2	2
CCNC(=O)C1(C)CCN(C(=O)c2cccc(C#N)c2)C1 (stereo not given)
    1	.	0	-1.2	-8	11	0	4	2	-1
O=c1[nH]c(CN2CCN(C/C=C/c3ccccc3)CC2)nc2cc(Cl)ccc12
    3	-14	13	-2.8	4	3	-3	0	-6	-2
COc1ccccc1NC(=O)Cn1c(=O)n(C)c(=O)c2sc3c(c21)COC(C)(C)C3
    -2	-4	6	1.9	-21	-7	1	-3	-1	3
O=S(=O)(c1cccs1)N1CCc2ccccc21
    -1	-1	-1	1.0	0	4	0	6	-1	-3
O=C(CCC(=O)Nc1ccc(F)cc1)N/N=C/c1cccnc1
    3	-7	3	-0.8	-1	3	4	-4	3	8
O=C(CNC(=O)c1ccccc1F)OC1CCOC1=O (stereo not given)
    -1	7	-1	-1.5	9	0	2	-3	8	11
COC(=O)c1ccccc1NC(=O)CCCCCn1nnc2ccccc2c1=O
    5	3	0	-1.6	6	-3	0	2	8	-2
